# Assay outcomes deposited in PubChem BioAssay by Broad Institute.
# miR122 inh = miR-122 Renilla sensor signal increase in Huh7, primary screen, miR-122 inhibitor project, cell-based, single point, plate reader | Huh7 miR-122 Renilla luciferase sensor, 48 h; neutral wells = 0, positive control = 100 | activation (reporter increase), % at 12.5 µM | 340,000 tested, 0.3% active;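 active means mean replicate activation score at least 90 and every replicate individually at or above 90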;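 further: higher luciferase means less miR-122 activity so hits act as miR-122 inhibitors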
# Starred values were filed as active, the others as inactive.
# Start of the data: the first 2 compounds (preview)
SMILES,miR122 inh
C=CCN(CC=C)CC(=O)Nc1ccc(S(N)(=O)=O)cc1,-2
CC(=O)Nc1ccc(NC(=O)C(F)(F)F)cc1,-16

# The list itself, previewed entries included:
SMILES,miR122 inh
C=CCN(CC=C)CC(=O)Nc1ccc(S(N)(=O)=O)cc1,-2
CC(=O)Nc1ccc(NC(=O)C(F)(F)F)cc1,-16
COC(=O)\C(C(C)=O)=C(/C=C/C=C/N(C)C)N(C)C,-5
COc1ccc(Br)cc1CN(C)CC(=O)Nc1cc(Cl)ccc1Cl,3
COc1ccc(Cl)cc1C(=O)Nc1ccccc1N1CCN(C(=O)C(C)C)CC1,-3
O=C(CCCn1c(=O)[nH]c2ccsc2c1=O)N1CCN(c2ccccn2)CC1,-5
Clc1ccc(OCc2cnc(Cl)s2)cc1,0
O=c1c2c3c(sc2nc2n1CCCCC2)CCCCC3,7
COc1ccc(Cl)cc1NC(=O)CSc1nnc(COc2ccccc2)n1N,1
O=C(O)CN(Cc1ccco1)S(=O)(=O)c1ccccc1,4
Cc1csc(NC(=O)c2c(O)c3c(n(CC(C)C)c2=O)CCCC3)n1,-2
Cc1cccc([C@@H]2[C@@H]3C(=O)N(Cc4ccccc4)C(=O)[C@@H]3[C@]3(CC(C)C)C(=O)N(c4cccc(Br)c4)C(=O)N23)c1,-6
CCCC(=O)CN1C(=O)C2(OCCO2)c2ccccc21,4
CCOC(=O)C1C(=O)NC(N2CCOCC2)=NC1c1ccco1 (configuration not stated),0
O=C1CN(C(=O)COC(=O)c2ccccc2NCc2ccco2)c2ccccc2N1,0
O=C(Nc1ccccc1C(=O)N1CCOCC1)c1ccc(F)cc1,-4
Brc1cc2c(cc1Cn1c(-c3cncs3)nc3ccccc31)OCO2,7
Brc1ccc(-c2csc(N3CCC(c4ccccc4)C3)n2)cc1 (configuration not stated),5
CCOc1ccc(C(=O)NC(=S)Nc2ccccc2N2CCC(C)CC2)cc1[N+](=O)[O-],4
Oc1[nH]c2ccccc2c1N=Nc1ccc(C(F)(F)F)cn1,11
CCC(C)N1C(=O)CCC1C(=O)N1CCN(c2ccccc2F)CC1 (configuration not stated),0
CCOC(=O)c1ccc(NC(=O)NS(=O)(=O)c2ccc(C)cc2)cc1,0
COc1cc(OC)cc(C(C)=O)c1,2
CCOC(=O)c1cc(-c2ccccc2)n(CCC(=O)N2CCN(c3ccccc3OC)CC2)c1C,0
COc1ccc(C2CC(=O)Nc3cc(C)c(C)cc32)c(OC)c1OC (configuration not stated),-6
# Following part
SMILES,miR122 inh
O=C(Nc1ccccc1)N1CCCN(Cc2ccccc2F)C1,5
CCN1CCN(Cc2ccc(OCc3ccccc3)cc2)CC1,0
Cc1ccccc1NC(=O)CCN1CCN(C/C=C/c2ccccc2)CC1,-6
CNS(=O)(=O)c1ccc2c(c1)NC(=O)C1CCCN21 (configuration not stated),-2
O=C(CC1C(=O)NCCN1C(=O)Nc1ccccc1)Nc1ccc2c(c1)OCCO2 (configuration not stated),-2
COc1ccc(CCN(C)C(=O)CSc2nccn2C)cc1OC,2
CC(C)OP(=O)(OC(C)C)C1(O)C(=O)Nc2ccc(Br)cc21 (configuration not stated),1
CC(=O)O[C@H]1CC[C@H]2[C@@H]3CCc4cc(O)ccc4[C@H]3CC[C@]12C,7
COc1cccc(CNS(=O)(=O)c2cn(C)cn2)c1,9
O=C(C1CC(c2ccccc2O)=NO1)N1CCc2ccccc2C1 (configuration not stated),1
O=C(CCN1CCCCCC1)Nc1cccc(Cl)c1,-6
COc1cccc(Cn2cnc3c(NS(=O)(=O)c4cccc(Cl)c4Cl)c(C)c(C)cc32)c1,2
Cc1cccc(C)c1NC(=O)C(c1cccc([N+](=O)[O-])c1)N(C)C(=O)c1ccccn1 (configuration not stated),-5
CCN(CC)CP(=O)(c1ccccc1)c1ccccc1,8
CCOc1cccc(C(=O)Nc2nc(-c3ccc(S(=O)(=O)N4CCOCC4)cc3)cs2)c1,-3
O=C(NCCNC(=O)c1cc(OCC(F)(F)F)ccc1OCC(F)(F)F)Nc1cccc(C(F)(F)F)c1,-3
Cc1ccc(CNC(=O)c2ccc3c(=O)n(CC4CCCO4)c(=S)[nH]c3c2)cc1 (configuration not stated),-7
Cc1ccc(-c2c3c(=O)n(C)c(=O)n(C)c3cn2-n2cnnc2)cc1,4
COc1ccc(-n2c(COc3cccc4ccccc34)nnc2SCC#N)cc1,-6
CCN1C(=O)/C(=c2\o/c(=C3\C=Cc4ccccc4N3CC)c(=O)n2CC)SC1=S,-13
Cc1ccc(S(=O)(=O)N2CC(O)C[C@H]2C(=O)OCC(=O)c2ccccc2)cc1 (some centres not stated),-2
COc1ccccc1N1CCN(C(=O)c2ccc(CSc3ccccc3)cc2)CC1,1
Cc1c(C(=O)Nc2c(C)n(C)n(-c3ccccc3)c2=O)oc2ccccc12,10
COc1ccc(N(CC(=O)Nc2ccc(S(=O)(=O)N3CCCCC3)cc2)S(C)(=O)=O)cc1OC,5
COC(=O)/C=C/C(=O)Nc1cccnc1,-4
# Later entries.
SMILES,miR122 inh
CCOC(=O)C1CCCN(Cc2ccc(O)c(OC)c2)C1 (configuration not stated),5
CCOC(=O)c1c(NC(=O)/C=C/c2ccco2)sc(C)c1C,35
COC(=O)C1=C(C)NC(=O)/C1=C\c1cc(C)n(-c2cc(C)cc(C)c2)c1C,-8
COC(=O)c1oc2ccc(OC)cc2c1N,8
CC(=O)Oc1c(Cl)cc(Cl)cc1/C=C/c1ccc2ccccc2n1,-4
N/C(=N\OS(=O)(=O)c1ccc(Cl)cc1)c1cccnc1,14
COc1ccc(C(=O)/C=C/Nc2ccc(C)cn2)cc1OC,3
CCOC(=O)N1CCC(NC(=O)C2CCCN(S(=O)(=O)c3cccc4nsnc34)C2)CC1 (configuration not stated),3
CC1CCC(NC(=O)CN2CCC(n3nnc4cc(F)ccc43)CC2)CC1 (configuration not stated),-7
N#CCCN(C(=O)CSc1nc(-c2ccccc2)cn1N)c1ccc(F)cc1,-7
CC1=C(C#N)C(NC(=O)c2ccccc2Cl)(C(F)(F)F)C(=O)N1 (configuration not stated),0
O=C(O)CCCSCC(=O)Nc1ccccc1,3
CCCC1CCC(C(=O)Nn2cnc3ccccc3c2=O)CC1 (configuration not stated),-1
COc1ccc(NC(=O)CCS(=O)(=O)c2ccc(OC)cc2)cc1,1
O=C(NCc1cccs1)c1cc2ccccc2o1,-1
CCCN1CNC(=S)N(c2ccccc2OC)C1,3
O=C1CC(c2ccccc2)CC(=O)C1Sc1ccc(Cl)cc1 (configuration not stated),-2
CCN(CC)C(=O)CSc1nc(C)cc(-c2cccs2)c1C#N,-3
O=C(COc1ccccc1C(=O)N/N=C\c1ccc(O)c(O)c1)N/N=C/c1ccc(O)c(O)c1,-3
CC(C(=O)N1CCCCC1)n1ncn2cccc2c1=O (configuration not stated),-6
CCC(=O)N1CCc2cc(S(=O)(=O)CCC(=O)NCCc3ccc(OC)c(OC)c3)ccc21,-4
CC1CCN(C(=O)CN2C(=O)c3ccccc3S2(=O)=O)CC1,-5
CSCCC(NS(=O)(=O)c1ccc2c(c1)OCCO2)C(=O)NCCc1ccccn1 (configuration not stated),0
CCOC(=O)N1CCN(C(=O)c2ccc3c(=O)n(CCc4ccccc4)c(=O)[nH]c3c2)CC1,-3
CCC(=O)Nc1cc2nn(-c3ccccc3)nc2cc1Cl,2
# Additional structures:
SMILES,miR122 inh
N#Cc1nc(COc2ccc(F)cc2)oc1N1CCC(Cc2ccccc2)CC1,0
COc1cccc(C(=O)Nc2c(C)n[nH]c2C)c1,-3
COc1ccc(C)cc1NS(=O)(=O)c1ccc(NC(=O)CN(c2cc([N+](=O)[O-])ccc2C)S(C)(=O)=O)cc1,-2
CCOC(=O)Cc1c(C)nc2c(-c3ccccc3)c(C)nn2c1C,-2
COc1ccc(N(C)C(=O)C2CCCN2S(=O)(=O)c2cccc3nsnc23)c(OC)c1 (configuration not stated),-2
O=c1[nH]c2cccnc2n1Cc1ccccc1,1
O=C(CCC1CCCCC1)Nc1ncn[nH]1,-14
OCCSc1c(F)c(SCCO)c(SCCO)c(F)c1SCCO,-11
COc1ccc(Cn2c(C)cc3c(c2=O)C(c2cccs2)C(C#N)=C(N)O3)cc1OC (configuration not stated),-7
Clc1ccccc1-c1nnc2sc(-c3ccc4c(c3)OCO4)nn12,26
CCOC(=O)c1cc(-c2ccccc2)sc1NC(=O)CC(C)C,11
CC1(C)Cc2nc3sc4c(=O)[nH]cnc4c3cc2CS1,-3
O=C(NC1CCCC1)C1CC1c1ccccc1 (configuration not stated),5
CC1=C(C(N)=O)C(c2ccc3c(c2)OCO3)n2nc(-c3cccc(C)c3)nc2N1 (configuration not stated),-16
COc1cc(S(=O)(=O)N2CCCCCC2)c(OC)cc1Br,308*
COCC(=O)N1CCCN(c2nc3c(C)cccc3cc2C#N)CC1,-5
COCCNC(=O)C1(C)Oc2ccccc2NC1=O (configuration not stated),-9
N#Cc1c(NCCN)nc(-c2ccco2)c2c1CCCC2,-3
CCC(=O)Nc1c2c(nn1-c1ccccc1C)CSC2,-8
CCCC[n+]1ccn(C2=C([O-])c3ccccc3C(=O)/C2=N\S(=O)(=O)c2ccccc2)c1,12
COc1ccccc1CNS(=O)(=O)c1cccc(S(=O)(=O)N2CCOCC2)c1,17
O=C(c1cc(-c2ccco2)nn1-c1cccc(Cl)c1)N1CCCCC1,0
O=C(Nc1ccccc1N1CCN(C(=O)c2ccc(Cl)cc2)CC1)c1ccc(Br)cc1,38
CCCN=C(Nc1ccc(Cl)cc1)c1cccnc1,-2
COCCCNCCCOc1ccc(C)cc1Br,-5

# Of the compounds above, these have a nitro group on carbon.
SMILES,miR122 inh
CCOc1ccc(C(=O)NC(=S)Nc2ccccc2N2CCC(C)CC2)cc1[N+](=O)[O-],4
Cc1cccc(C)c1NC(=O)C(c1cccc([N+](=O)[O-])c1)N(C)C(=O)c1ccccn1 (configuration not stated),-5
COc1ccc(C)cc1NS(=O)(=O)c1ccc(NC(=O)CN(c2cc([N+](=O)[O-])ccc2C)S(C)(=O)=O)cc1,-2

# The list continues.
SMILES,miR122 inh
COc1ccc(NC(=O)CNS(=O)(=O)c2ccc3nc(C)sc3c2)c(OC)c1,-2
Fc1ccccc1CSc1ncnc2c1oc1ccccc12,0
CCc1ccc(NC(=O)N(Cc2ccco2)C(C)c2cccs2)cc1 (configuration not stated),11
C/C(CCc1oc2ccccc2c1-c1ccc(C)o1)=N/O,-9
CCCCOC(=O)CSC(=S)N(C)Cc1cccs1,0
COc1ccc(C(=O)NCCN2C(=O)S/C(=C\c3cccnc3)C2=O)c(OC)c1OC,47
COc1ccc(OC)c(NC(=O)c2cnc(Nc3ccccc3OC)c3ccccc23)c1,27
COC(=O)C(Cc1c[nH]c2ccccc12)NC(=O)CNC(C)=O (configuration not stated),0
O=C(Oc1ccc(N2C(=O)CCC2=O)cc1)c1ccccc1,-3
CCCCOC(=O)CCNc1n[nH]c(=O)[nH]c1=O,-1
COc1ccc(/C=C(/NC(=O)c2ccccc2)C(=O)N/N=C/c2ccc3c(c2)OCO3)cc1OC,0
COc1ccc(/C=C2\N=C(c3c(-c4ccccc4)noc3C)OC2=O)cc1OC,-6
CCCCN(Cc1ccccc1)S(=O)(=O)c1cc(Br)cc2c1N(C(C)=O)C(C)C2 (configuration not stated),5
Cc1ccc(Oc2ccc(-c3nc(N)nc(N)n3)cc2)cc1C,-10
CCCn1c(SCC(=O)Nc2nnc(C(C)C)s2)nc2c1c(=O)n(C)c(=O)n2C,-4
CC1(C)NC(=O)N(CNc2cc(Cl)ccc2Cl)C1=O,0
CCOC(=O)c1c(-c2ccc(C)o2)csc1NC(=S)NC(=O)N(C)C,11
CCOC(=O)CSc1nnc(-c2ccc(NS(=O)(=O)c3ccc(C)cc3)cc2)o1,-1
COC(=O)c1ccccc1NC(=O)c1cccc(NC(=O)c2ccc(Br)o2)c1C,2
O=C(Nn1cnnc1)C(c1ccccc1)c1ccccc1,-6
O=C(NCc1ccncc1)C1COc2ccccc2O1 (configuration not stated),18
CC1Cc2ccccc2N1C(=O)CSc1nnc(Cc2ccccc2)n1CCc1ccccc1 (configuration not stated),31
Cn1c(=O)oc2cc(C(=O)c3ccccc3)ccc21,-2
Cc1ccc(NC(=O)c2ccc(N/N=C/c3cccc(O)c3)c([N+](=O)[O-])c2)cc1,-11
O=C(Nc1ccc2c(c1)oc1ccccc12)c1ccc(Br)o1,-2
# The list continues.
SMILES,miR122 inh
COc1cccc(/C=C/C(=O)OCC(=O)Nc2cc(C(F)(F)F)ccc2Cl)c1,-6
CCN(CCO)c1cc(Cl)nc(SC)n1,0
O=C(O)CCC(=O)Nc1ccc(N2CCOCC2)cc1,-6
Cc1cccc2cc(C(c3nnnn3C(C)(C)C)N3CCN(C(=O)c4ccco4)CC3)c(=O)[nH]c12 (configuration not stated),1
O=C(Nc1ccccc1C(F)(F)F)c1cc(S(=O)(=O)N2CCOCC2)ccc1F,-2
Cc1ccccc1S(=O)(=O)c1c(C)cc(C)n(CC(C)C)c1=O,-7
O=C1NC(c2cccs2)Nc2sc3c(c21)CCCC3 (configuration not stated),4
O=C1OC(c2ccccc2)=C/C1=C\N1CCOCC1,-4
Cc1cc(C)n(C(=O)CSc2nc3ccccc3o2)n1,-4
COc1ccc(C(c2nnnn2C2CCCC2)N2CCc3ccccc3C2)cc1OC (configuration not stated),4
COc1ccc(CCCc2nnc(SCC(=O)Nc3cc(C)c(C)cc3Br)o2)cc1,-1
O=C(O)C1Cc2ccccc2CN1C(=O)c1ccccc1 (configuration not stated),-3

# Among those listed so far, these have a COOH group.
SMILES,miR122 inh
O=C(O)CN(Cc1ccco1)S(=O)(=O)c1ccccc1,4
O=C(O)CCCSCC(=O)Nc1ccccc1,3
O=C(O)CCC(=O)Nc1ccc(N2CCOCC2)cc1,-6
O=C(O)C1Cc2ccccc2CN1C(=O)c1ccccc1 (configuration not stated),-3

# 3 entries out of the list above, sorted by their value in miR122 inh, highest first:
canonical_smiles,miR122 inh
O=C1NC(c2cccs2)Nc2sc3c(c21)CCCC3 (configuration not stated),4
O=C(O)C1Cc2ccccc2CN1C(=O)c1ccccc1 (configuration not stated),-3
COc1cccc(/C=C/C(=O)OCC(=O)Nc2cc(C(F)(F)F)ccc2Cl)c1,-6

# Only part of the results is shown; rates above refer to the full screens.
